EPAC2 antagonist – EPAC2 (human) antagonism; Potency, µM (series often up to 114 µM), inactives show at the highest dose activity, negative = inhibition, actives largely listed as inhibitors; EPAC2 GEF exchange of Rap1B-BODIPY-GDP, fluorescence; hit rate 0.18% among 360,000; Q8WZA2; further: potency means the concentration at half of the fitted maximal effect; on the % scale 0 is the no-effect control and ±100 the full control effect; nearly all actives have a fitted effect of over 45% in size; many of its hits are not listed in these tables
Akt phos inh – inhibitors of Akt phosphorylation; activity change, % for hits at 50 µM; hit rate 0.32% among 360,000; Neuro2A IGF-stimulated pAkt S473 HTRF, 20 min; hits give low values; in the data active means activity change below about -80%; inconclusive means mostly about -51% to -80%; further: on the % scale 0 is the no-effect control and ±100 the full control effect
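Single-point screen (50 µM final compound) in Neuro2A cells stimulated 20 min with 6 nM IGF at 37 deg C. After lysis, Ser473-phosphorylated Akt read by HTRF (ex 330 nm, em 615/665 nm) as the 665/615 ratio.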
EPAC2 ag – agonists of human EPAC2 (RAPGEF4) | Q8WZA2 | EPAC2 activation, biochemical qHTS; response scale: 100% = 6.5 mM cAMP response | Potency, µM (top dose mostly 154 µM), without a hit: at the highest dose activation, actives largely listed as activators | hit rate 0.079% among 360,000 | AID 720711; further: potency means the concentration at half of the fitted maximal effect; nearly all actives have a fitted effect of over 50% in size
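Each well held 100 nM EPAC2, 250 nM RAP1B-BODIPY-GDP and 50 uM GDP. Fluorescence, read at 5-min intervals to 30 min, was referenced to a 6.5 mM cAMP positive control.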
CCT modulator – cytosolic chaperonin activity modulation. hit rate 0.3% among 360,000. activity change, % (concentration not given with the values), hits read low. purified chaperonin ATPase assay, HTRF ADP detection, 30 min; in the data active means activity change below about -30%; further: on the % scale 0 is the no-effect control and ±100 the full control effect
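First, chaperonin was dispensed at 40 nM or 20 nM final depending on batch activity. Next, compounds were pinned at 76 uM and ATP added at 10 uM. After 30 min at 37 °C, ADP detection reagents ran 30 min at ambient temperature.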
Mm-Cpn inhibitor – blocks the Methanococcus maripaludis chaperonin Mm-Cpn. purified Mm-Cpn ATPase, ADP Transcreener TR-FRET. Potency, µM (series often up to 76.9 µM), without a hit: at the highest dose activity, negative = inhibition, hits mostly inhibitors. hit rate 0.031% among 330,000. AID 504842; further: potency means the concentration at half of the fitted maximal effect; on the % scale 0 is the no-effect control and ±100 the full control effect; nearly all actives have a fitted effect of over 80% in size
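Compound-treated chaperonin, 25 nM final, turns over 10 uM ATP at 37°C for 30 min following a 10 min preincubation; ADP generated competes with ADP-d2 for Eu-cryptate antibody, lowering FRET.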
PTHR1 agonist – activates the human parathyroid hormone receptor PTHR1. hit rate 0.075% among 410,000. Q03431. AID 743266. Potency, µM (top dose mostly 115 µM), for the others: top-dose activation, most hits filed as activators. HEK293 GP2 PTHR1 cells, GloSensor cAMP luminescence, 1 h; further: potency means the concentration at half of the fitted maximal effect; nearly all actives have a fitted effect of over 55% in size; some results filed as inactive show a strong effect at the top dose; inactives centre near -15; many of its hits are not listed in these tables
Target sequence (Q03431 whole entry, looked up): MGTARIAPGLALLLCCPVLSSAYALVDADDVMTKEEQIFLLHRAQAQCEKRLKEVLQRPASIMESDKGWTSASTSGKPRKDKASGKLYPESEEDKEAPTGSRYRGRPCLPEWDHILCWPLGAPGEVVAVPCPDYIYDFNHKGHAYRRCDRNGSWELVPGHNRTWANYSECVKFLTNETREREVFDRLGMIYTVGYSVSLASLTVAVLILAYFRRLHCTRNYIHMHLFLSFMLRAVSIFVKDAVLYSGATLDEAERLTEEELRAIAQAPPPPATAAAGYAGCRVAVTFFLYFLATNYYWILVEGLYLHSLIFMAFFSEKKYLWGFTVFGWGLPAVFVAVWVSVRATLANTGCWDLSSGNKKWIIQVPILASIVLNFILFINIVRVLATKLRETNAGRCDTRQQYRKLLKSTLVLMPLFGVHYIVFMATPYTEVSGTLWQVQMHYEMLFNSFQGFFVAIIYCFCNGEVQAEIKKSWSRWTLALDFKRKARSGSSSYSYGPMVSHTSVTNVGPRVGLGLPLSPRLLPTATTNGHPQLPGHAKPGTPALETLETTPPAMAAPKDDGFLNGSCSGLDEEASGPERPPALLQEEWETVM
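HEK-293-derived GP2 cells expressing PTHR1 and a GloSensor cAMP reporter, 3,000/well, plated overnight, given luciferin plus IBMX (each 0.5 mM as added) for 1 h at 37 °C, then compound for 1 h at 37 °C. Luminescence was read after 15 min at room temperature.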
D3 antag – antagonists of human D3 dopamine receptor; D3R cells, DiscoveRx beta-arrestin luminescence, antagonist mode; hits give low values; max response, negative = inhibition, %; hit rate 2.5% among 360,000; AID 652054; in the data active means max response below about -50%; inconclusive means no clear call, values can overlap the other calls; further: on the % scale 0 is the no-effect control and ±100 the full control effect; mostly tested at two doses, the higher about 12 µM
Target sequence (P35462 whole entry, looked up): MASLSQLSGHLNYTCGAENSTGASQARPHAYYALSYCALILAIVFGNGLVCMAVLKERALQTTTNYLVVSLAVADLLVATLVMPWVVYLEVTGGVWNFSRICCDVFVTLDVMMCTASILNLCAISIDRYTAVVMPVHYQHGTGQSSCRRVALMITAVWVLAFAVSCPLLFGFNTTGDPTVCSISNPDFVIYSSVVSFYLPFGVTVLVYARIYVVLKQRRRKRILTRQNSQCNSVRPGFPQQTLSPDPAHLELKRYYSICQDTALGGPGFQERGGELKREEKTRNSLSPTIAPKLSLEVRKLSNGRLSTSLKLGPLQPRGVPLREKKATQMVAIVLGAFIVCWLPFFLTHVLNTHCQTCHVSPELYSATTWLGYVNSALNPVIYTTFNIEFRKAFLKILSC
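Cells expressing the human receptor were seeded at 1500 cells/well, incubated overnight at 37 degrees C in 5% CO2, then exposed to library compounds with dopamine controls for 90 minutes at 37 degrees C before luminescent detection.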
D3 ag – activates the human D3 dopamine receptor. AID 652048. D3R DiscoveRx beta-arrestin cells, luminescence, 90 min. hit rate 0.58% among 410,000. max activation, %; in the data active means max activation above about 30%; further: 0% is about no effect; mostly tested at two doses, the higher about 12 µM
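Cells at 1500/well, incubated overnight, then treated with pinned compounds (dopamine as control) for 90 min at 37 degrees C. DiscoveRx reagent added for 30 - 60 minutes at room temperature; luminescence read.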
Active calls of the source: *; i = inactive; ? = inconclusive; . = not tested or not shown; & = joins results of further samples; [ ] = dose if it differs, or a comment. Unless noted, the call rests on the fitted dose curve; in most records, active means well fitted curve in the direction sought with a large enough effect; inconclusive means small, poorly fitted or top-dose-only effect, or another doubt; inactive means no such curve, though single readings can be large; an effect the other way counts as inactive or inconclusive. Only part of the results is shown (hit frequency here may not be typical).

[1] Cc1cccnc1NC(=O)c1c(O)c2ccccc2n(C)c1=O
[2] Cn1c(=O)c2c(-c3ccccc3)n(-c3cccc(Br)c3)cc2n(C)c1=O
[3] Cc1cccc(Cn2c(CN3CCN(Cc4ccccc4)CC3)nc3c2c(=O)[nH]c(=O)n3C)c1
[4] COc1cc(S(=O)(=O)N2CCCC3(CCCCC3)C2)ccc1-n1cnnn1
[5] CC(=O)N1CCC(=NNc2ncc(C(F)(F)F)cc2Cl)CC1
[6] CSCCC(NS(=O)(=O)c1ccccc1F)C(=O)NCC(c1ccco1)N(C)C (stereo not given)
[7] CCCn1c(SCC(=O)c2ccc3c(c2)OCCO3)nc2c1c(=O)n(C)c(=O)n2C
[8] CCc1ccccc1NC(=S)N(CCN1CCOCC1)C1CCN(C(C)=O)CC1
[9] O=C(Nc1cccc(F)c1)N(Cc1ccc(Cl)cc1)CC(O)C(F)(F)F (stereo not given)
[10] Cc1ccc(NC(=O)CSc2ccccc2NC(=O)c2cccc(Cl)c2)cc1Cl
assay / compound,1,2,3,4,5,6,7,8,9,10
EPAC2 antagonist,-3%,-4%,1%,2%,2%,4%,5%,5%,-10%,3%
Akt phos inh,i,i,i,i,i,i,i,i,i,i
PTHR1 agonist,-6%,-11%,i,-1%,i,i,i,-22%,-32%[inhibitor],-3%
Mm-Cpn inhibitor,-1%,.,3%,1%,0%,0%,-1%,0%,1%,-12%
EPAC2 ag,-8%,6%,7%,-7%,8%,3%,5%,9%,5%,-1%
D3 ag,2,-7,-4,-7,4,-5,1,-1,-1,-6
CCT modulator,0.0,-5.5,-0.1,-4.5,-13,-1.7,0.0,-0.7,-3.5,-0.1
D3 antag,-4,0,-11,-18,1,-8,12,-6,7,-10

[11] Cc1ccc2cc(CN(CC3CCCO3)C(=S)Nc3ccccc3)c(=O)[nH]c2c1 (stereo not given)
[12] O=[N+]([O-])c1ccc2c(OCc3nnc(-c4ccccc4Br)o3)ncnc2c1
[13] CCP(=O)(c1ccccc1)C(C)(C)O (stereo not given)
[14] C=CCc1cc(Cl)ccc1OCCNCCOC
[15] Cc1ccc(CCN2C(=O)CCC2(C)C(=O)NCc2cccnc2)cc1 (stereo not given)
[16] CC1(C(=O)NS(=O)(=O)c2ccc(Cl)cc2)CCN1C(=O)CCc1cccs1 (stereo not given)
[17] CCN(CC)S(=O)(=O)c1ccc(S(=O)(=O)N(Cc2ccccn2)Cc2ccco2)cc1
[18] Cc1cc(S(=O)(=O)n2cnc3ccccc32)c(C)cc1Cl
[19] COC(=O)c1ccc(NC(=O)CN2C(=O)NC3(CCC(C)CC3)C2=O)cc1 (stereo not given)
[20] CC[C@H]1C(O)C[C@H]2CCN3C(=O)CCC[C@H]1[C@H]23 (stereo not given in full)
assay / compound,11,12,13,14,15,16,17,18,19,20
EPAC2 antagonist,-8%,3%,13%,5%,-7%,-5%,-9%,-5%,-2%,-3%
Akt phos inh,i,i,i,i,i,i,i,i,i,i
PTHR1 agonist,-18%,i,6%,-18%,2%,-5%,i,i,-1%,-9%
Mm-Cpn inhibitor,0%,0%,0%,-3%,1%,.,-4%,2%,-1%,-1%
EPAC2 ag,-2%,7%,1%,4%,11%,6%,19%,11%,2%,3%
D3 ag,5,6,-1,-12,-7,5,3,4,2,14
CCT modulator,3.0,-0.1,-2.4,-2.0,-3.8,-4.5,-2.2,-3.6,-0.2,0.3
D3 antag,11,0,11,-56*,-18,24,15,-6,-17,6

[21] CCCC(C(=O)Nc1cc(S(=O)(=O)N2CCOCC2)ccc1OC)c1ccccc1 (stereo not given)
[22] Cc1ccc(-n2cccc2/C=C2/NC(=O)N(CC(=O)Nc3cccc(C)c3)C2=O)cc1
[23] Cc1ccc(C)c(OCC(=O)NNC(=O)c2ccc(=O)[nH]c2)c1
[24] O=C(NCCCO)C(=O)NCc1ccncc1
[25] CN(Cc1ccccc1)c1nc2c(c(=O)[nH]c(=O)n2C)n1C
[26] CCOC(=O)Cc1cc(C)[nH]c1C(=O)OCC
[27] C=C(C)CNC(=S)N/N=C\c1ccc2c(c1)OCO2
[28] CCOC(=O)N1CCN(C(=O)CSc2nc3c([nH]c4ccccc43)c(=O)n2CC)CC1
[29] c1ccc(Oc2cccc(OCCCCSc3ncccn3)c2)cc1
[30] COC(=O)c1ccc(OC(=O)c2cnccn2)cc1
assay / compound,21,22,23,24,25,26,27,28,29,30
EPAC2 antagonist,-2%,-2%,4%,8%,5%,3%,12%,-1%,5%,1%
Akt phos inh,i,i,i,i,i,i,i,i,i,i
PTHR1 agonist,i,i,-25%,?,-18%[57.5 µM],i,-29%,i,-41%[inhibitor],i
Mm-Cpn inhibitor,1%,0%,0%,1%,2%,0%,-1%,0%,0%,0%
EPAC2 ag,-2%,2%,4%,0%,-4%,3%,6%,-3%,10%,8%
D3 ag,5,5,2,-12,0,-3,-12,46*,1,1
CCT modulator,1.6,-3.7,0.2,0.0,-1.8,-0.8,-1.9,-0.4,4.6,-0.1
D3 antag,14,?,14,-11,-16,20,11,27,13,-6

2 entries drawn at random from the list so far:
[10] Cc1ccc(NC(=O)CSc2ccccc2NC(=O)c2cccc(Cl)c2)cc1Cl
[6] CSCCC(NS(=O)(=O)c1ccccc1F)C(=O)NCC(c1ccco1)N(C)C (stereo not given)
assay / compound,10,6
EPAC2 antagonist,3%,4%
Akt phos inh,i,i
PTHR1 agonist,-3%,i
Mm-Cpn inhibitor,-12%,0%
EPAC2 ag,-1%,3%
D3 ag,-6,-5
CCT modulator,-0.1,-1.7
D3 antag,-10,-8

Next part:
[31] CCc1nnc(NS(=O)(=O)c2ccc(NC(=O)c3ccco3)cc2)s1
[32] Cc1ccc(C(=O)Nc2cccc(S(=O)(=O)N3CCCCC3)c2)cc1[N+](=O)[O-]
[33] CC(C)(C)C1CCN2CCC[C@](c3ccccc3)(C1)[C@@]21CO1 (stereo not given in full)
[34] O=C(c1ccc([N+](=O)[O-])cc1)N1CCCC1
[35] Clc1cccc(CSc2nccn2-c2ccccc2)c1
[36] COc1ccccc1C(=O)NCCNC(=O)c1ccco1
[37] FC(F)(F)c1ccc(-c2cccc3c2C2CC3CCN2Cc2ccccc2)cc1 (stereo not given)
[38] CCCCN(CCCC)Cc1cc(=O)oc2cc(C)cc(C)c12
[39] CCOC(=O)N1CCN(S(=O)(=O)N2CCCC(C(=O)NCc3cc(OC)ccc3OC)C2)CC1 (stereo not given)
[40] CCOCCCNC(=O)c1ccc(CS(=O)(=O)Cc2ccc(C)cc2)o1
assay / compound,31,32,33,34,35,36,37,38,39,40
EPAC2 antagonist,8%,-5%,-24%,10%,-23%,6%,-11%,-25%,29%,9%
Akt phos inh,i,i,i,i,i,i,i,i,i,i
PTHR1 agonist,25%,-38%[inhibitor],i,-5%,i,i,i,4%,-2%,-6%[57.5 µM]
Mm-Cpn inhibitor,-3%,0%,.,1%,-1%,0%,.,.,.,3%
EPAC2 ag,9%,8%,-1%,0%,7%,5%,4%,-1%,6%,6%
D3 ag,5,-2,3,1,4,4,14,7,4&-1,-4
CCT modulator,-0.5,-0.5,0.5,0.9,-2.5,0.5,0.3,2.4,-0.8,0.8
D3 antag,14,5,4,-8,-17,16,38,14,0,-10

[41] COc1ccc2oc(C(=O)OCC(=O)c3ccc4c(c3)OCCO4)c(C)c2c1
[42] C=CCn1c(C)cc(-c2csc(NCC)n2)c1C
[43] CNC(=O)c1cc2ncc(C(F)(F)F)cc2s1
[44] Cn1c(N)c(C(=O)COC(=O)/C=C/c2ccccc2Cl)c(=O)n(C)c1=O
[45] O=C(O)C1=C[C@H](c2ccc(C(F)(F)F)cc2)C[C@H](OCCCCO)O1
[46] N#Cc1nc(-c2ccccc2Cl)oc1NCC1CCCO1 (stereo not given)
[47] C=CCNc1nc(-c2ccccn2)nnc1-c1ccccc1
[48] C=CCn1c(COc2ccc(F)cc2)nnc1SC(C)C(=O)NCC1CCCO1 (stereo not given)
[49] COc1ccccc1-c1nc(SCC(=O)N2CCC(C(N)=O)CC2)n[nH]1
[50] O=C(COc1ccc(-n2cnnn2)cc1)N1CCN(c2ccc(F)cc2)CC1
[51] OC(COc1cccc(OCC(O)CN2CCOCC2)c1)CN1CCOCC1 (stereo not given)
[52] Cc1cc(N)n(-c2nc3ccccc3s2)n1
assay / compound,41,42,43,44,45,46,47,48,49,50,51,52
EPAC2 antagonist,-4%,20%,-11%,3%,-6%,-16%,-3%,-1%,15%,-3%,-8%&2%,1%
Akt phos inh,i,i,i,i,i,i,i,i,i,i,i,i
PTHR1 agonist,-12%,-26%,i,-20%,15%,-79%[inhibitor],i,-7%,2%,23%,i,-24%
Mm-Cpn inhibitor,0%,-2%,-2%,-1%,.,-1%,2%,0%,-2%,-2%,0%&-9%,-2%
EPAC2 ag,3%,-1%,7%,2%,2%,6%,-2%,3%,0%,12%,4%&2%,2%
D3 ag,0,-18,-2,9,15,-6,0,-3,-8,-3,1&3,-4
CCT modulator,-0.3,0.8,-0.1,-0.8,-0.5,0.9,-3.0,-1.4,3.1,-1.4,-0.3&2.0,-3.6
D3 antag,18,-7,-7,26,11,-18,36,-6,?,8,22&-23,-3

An excerpt from above in order of molar mass, falling:
[41] COc1ccc2oc(C(=O)OCC(=O)c3ccc4c(c3)OCCO4)c(C)c2c1
[49] COc1ccccc1-c1nc(SCC(=O)N2CCC(C(N)=O)CC2)n[nH]1
[43] CNC(=O)c1cc2ncc(C(F)(F)F)cc2s1
assay / compound,41,49,43
EPAC2 antagonist,-4%,15%,-11%
Akt phos inh,i,i,i
PTHR1 agonist,-12%,2%,i
Mm-Cpn inhibitor,0%,-2%,-2%
EPAC2 ag,3%,0%,7%
D3 ag,0,-8,-2
CCT modulator,-0.3,3.1,-0.1
D3 antag,18,?,-7

From PubChem
